NPSR antag = neuropeptide S receptor (human) antagonism, cAMP; Q6W5P4; CHO-NPSR cells, cAMP TR-FRET, antagonist mode; Potency, µM (series often up to 38.3 µM), without a hit: top-dose activity change, negative = inhibition, actives largely listed as inhibitors; actives 1% (n = 220,000); AID 1461; further: potency means the concentration at half of the fitted maximal effect; on the % scale 0 is the no-effect control and ±100 the full control effect; nearly all actives have a fitted effect of over 50% in size; many of its hits are not listed in these tables
Target sequence (Q6W5P4 whole entry, looked up): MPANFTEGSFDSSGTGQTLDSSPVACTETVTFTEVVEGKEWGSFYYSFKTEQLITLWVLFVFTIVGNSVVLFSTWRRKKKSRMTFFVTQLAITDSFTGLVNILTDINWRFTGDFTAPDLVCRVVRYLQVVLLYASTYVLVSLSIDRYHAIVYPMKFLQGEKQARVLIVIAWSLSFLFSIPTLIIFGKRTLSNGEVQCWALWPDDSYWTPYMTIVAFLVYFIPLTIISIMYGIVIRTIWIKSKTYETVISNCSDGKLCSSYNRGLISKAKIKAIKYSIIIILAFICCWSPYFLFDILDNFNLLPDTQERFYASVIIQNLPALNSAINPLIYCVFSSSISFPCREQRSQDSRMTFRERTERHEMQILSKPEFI
IMPase Li inh = membrane-permeable IMPase blocker, potentiated with lithium | Potency, µM (titrated, usually from 59.4 µM), without a hit: at the highest dose activity, negative = IMPase inhibition, actives largely listed as inhibitors | actives 0.35% (n = 210,000) | CHO-M1 cells, IP1 TR-FRET (IP-One), carbachol + lithium;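 further: IP1 builds up when IMPase is blocked and the TR-FRET signal falls; potency means the concentration at half of the fitted maximal effect; plate controls were basal vehicle for no effect and high inhibitor control for full effect; nearly all actives have a fitted effect of over 50% in size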
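Lithium-sensitised IP1 accumulation assay; M1-expressing CHO cells treated 30 min at 37C with compound. Competitive antibody detection by time-resolved FRET followed a 10 min room-temperature lysis step.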
Epigenetic reg = epigenetic control regulation, reporter derepression | murine LDR cells, GFP reporter derepression, 30 h | Potency, µM (top dose mostly 53.9 µM), for the others: at the highest dose GFP activation, hits mostly activators | actives 0.2% (n = 280,000); further: potency means the concentration at half of the fitted maximal effect; % of control where 0% means no effect; nearly all actives have a fitted effect of over 60% in size
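Reporter derepression read as number of fluorescent GFP-positive objects, 20-120 um in size, counted by laser-scanning cytometer. Mouse LDR line with an epigenetically silenced CMV-GFP locus; compound incubation 30 h, 37 C.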
Luc counter = blocks Kinase-Glo luciferase, a counter-screen artifact; Kinase-Glo luciferase, ATP luminescence, 8 min; Potency, µM (titrated, usually from 38.3 µM), inactives show at the highest dose activity change, negative = inhibition, usual class: inhibitors; actives 0.28% (n = 200,000); AID 1379; further: potency means the concentration at half of the fitted maximal effect; on the % scale 0 is the no-effect control and ±100 the full control effect; nearly all actives have a fitted effect of over 60% in size
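Compounds were added to a substrate mix at pH 7.2 (50 mM imidazole, 10 uM ATP, within the enzyme's linear range), followed by Kinase-Glo detection reagent; luminescence was measured after 8 minutes at ambient temperature.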
GLA spleen mod = alpha-galactosidase A (human) modulation | human spleen homogenate, 4MU-alpha-Gal fluorescence, 40 min | Potency, µM (doses to about 80 µM), for the others: at the highest dose activity change, negative = inhibition, hits mostly inhibitors | actives 0.008% (n = 240,000) | AID 2107;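 further: potency means the concentration at half of the fitted maximal effect; 0% = enzyme with vehicle and -100% = no enzyme basal signal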
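Human spleen homogenate (1 ug) as enzyme source, 4-methylumbelliferyl-alpha-D-galactopyranoside 1 mM final, citrate/phosphate pH 5.0 with 0.01% Tween-20. Compounds 40 min at 37C, NaOH/glycine stop; fluorescence Ex 365/Em 440, Hill-fit AC50.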
CBFb RUNX1 block = CBF-beta/RUNX1 interaction disruption. Potency, µM (highest dose often 59.8 µM), without a hit: top-dose activity, negative = inhibition, actives largely listed as inhibitors. AID 1477. AlphaScreen CBFb-His/RUNX1-biotin binding, biochemical. Q01196+Q13951. 230,000 tested, under 10 active; further: % of control where 0% means no effect
Target sequence (Q01196 whole entry, looked up): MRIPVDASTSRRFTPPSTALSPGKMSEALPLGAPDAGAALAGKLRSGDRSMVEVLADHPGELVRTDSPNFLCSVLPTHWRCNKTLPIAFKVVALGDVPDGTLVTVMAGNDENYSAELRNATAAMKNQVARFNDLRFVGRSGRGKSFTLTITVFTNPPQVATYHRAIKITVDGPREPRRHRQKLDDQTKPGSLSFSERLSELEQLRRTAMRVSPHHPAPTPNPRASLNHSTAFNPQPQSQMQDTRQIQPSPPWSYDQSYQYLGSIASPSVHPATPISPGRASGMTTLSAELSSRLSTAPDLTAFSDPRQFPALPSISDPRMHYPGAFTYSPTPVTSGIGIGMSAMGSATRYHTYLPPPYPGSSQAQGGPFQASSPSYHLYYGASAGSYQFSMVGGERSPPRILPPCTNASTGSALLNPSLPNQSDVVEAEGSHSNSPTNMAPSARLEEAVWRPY
Target sequence (Q13951 whole entry, looked up): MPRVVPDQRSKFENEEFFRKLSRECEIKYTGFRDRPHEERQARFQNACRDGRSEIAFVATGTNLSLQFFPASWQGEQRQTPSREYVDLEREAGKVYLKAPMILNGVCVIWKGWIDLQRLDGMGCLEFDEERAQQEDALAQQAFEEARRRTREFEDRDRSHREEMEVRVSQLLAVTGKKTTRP
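Inhibition was taken as any reduction in AlphaScreen signal from the CBF-beta–RUNX1 pair (His and biotin tags, 30 nM each), measured after compound (15 min) and bead (90 min) incubations at room temperature.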
Lamin A splicing = modulators of lamin A splicing. actives 0.01% (n = 200,000). Potency, µM (doses to about 46.1 µM), for inactives: at the highest dose ratio change, negative = inhibition, usual class: inhibitors. HeLa LMNA splicing GFP/RFP minigene ratio, 48 h; active means well fitted inhibition curve with a large enough effect in the signal ratio, with a control signal flat, not every such curve was filed as active; inconclusive means small, poorly fitted or top-dose-only effect, or effect the other way, or a change in a side signal; the % refers to the signal ratio; further: potency means the concentration at half of the fitted maximal effect; on the % scale 0 is the no-effect control and ±100 the full control effect
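S3 HeLa cells stably expressing lamin A-EGFP splicing minigene plus DsRed2, 600 cells/well, 48 h compound exposure at 37C. Laser-scanning cytometry; analysed as GFP (500-530 nm)/RFP (575-640 nm) total intensity ratio; 0.5% DMSO vehicle.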
The depositor's hits bear a star; ? = inconclusive; . = no result given; [ ] = another dose, or the depositor's remark. Unless noted, the call rests on the fitted dose curve; in most records, active means well fitted curve in the direction sought with a large enough effect; inconclusive means small, poorly fitted or top-dose-only effect, or another doubt; inactive means no such curve, though single readings can be large; an effect the other way counts as inactive or inconclusive. Some of the compounds tested. The share of hits here may be higher or lower than overall.

SMILES	NPSR antag	IMPase Li inh	Epigenetic reg	Luc counter	GLA spleen mod	CBFb RUNX1 block	Lamin A splicing
CCOC(=O)c1c(NC(=O)CSc2nnc(-c3ccc(C)cc3)o2)sc(C(C)=O)c1C	?	17%[38.3 µM]	-1.4%	-1%	3%	-6%	20%
Cc1sc2nc(SCC(=O)N(C)Cc3ccccc3)n(-c3ccccc3)c(=O)c2c1C	?	15%[38.3 µM]	2.7%	0%	-4%	-6%	2%
N=C(c1ccc([N+](=O)[O-])cc1)N1CCCCCC1	5%	12%	4.5%	0%	5%	3%	?
CC1CN/C(=C\C(=O)c2ccc(Br)cc2)C(=O)N1 (centres undefined)	3%	-11%	-4.8%	-13%	1%	-10%	?
O=S(=O)(c1ccc(NC2CCCc3ccccc32)nc1)N1CCOCC1 (centres undefined)	-20%[46.1 µM]	6%[38.3 µM]	0.7%	-1%	-11%	-5%	?
O=C(NCC1CCCO1)c1nn2cccnc2c1Cl (centres undefined)	2%[46.1 µM]	17%[38.3 µM]	-2.1%	-2%	7%	4%	-5%
COc1ccc(/C=C2/SC(=S)N(c3ccc(S(=O)(=O)Nc4nccs4)cc3)C2=O)cc1	-24%	.	-1.0%	.	0%	?	.
Cc1ccc2cc(C3C(C#N)=C(N)Oc4c3ccc3cccnc43)c(=O)[nH]c2c1 (centres undefined)	0%[46.1 µM]	-3%[38.3 µM]	-1.1%	-3%	0%	?	?
CNC(=O)c1c(NC(=O)c2cc(-c3cc(C)c(C)cc3O)n[nH]2)sc2c1CCCC2	-47%	.	0.0%	.	8%	12%	.
CCn1cc(CN2CCN(CCc3ccccc3)C(CCO)C2)c(C)n1 (centres undefined)	-19%	9%	0.0%	2%	-2%	5%	?
CCCC[n+]1ccn(C2=C([O-])c3ccccc3C(=O)/C2=N\S(=O)(=O)c2ccc(Br)cc2)c1	-1%	18%	?	-3%	3%	13%	?
O=C(c1ccccc1-c1nc(-c2ccccc2Cl)no1)N1CCOCC1	-11%	.	-0.3%	.	5%	6%	.
Cc1cc(Nc2ccc(F)cc2Cl)n2nc(C)nc2n1	-7%[46.1 µM]	2%[38.3 µM]	-0.5%	-2%	7%	1%	-2%
COC(=O)C1=NN(N=O)C2(CC(=O)N(c3cc(C)cc(C)c3)C2=O)C1 (centres undefined)	7%[46.1 µM]	28%[38.3 µM]	-4.4%	0%	18%	-3%	0%
CCOCCCNC(=O)/C(C#N)=C/c1cc(Br)c(O)c(Br)c1	-8%	.	0.1%	.	-4%	2%	.
COC(=O)CCN(c1ccccc1)S(=O)(=O)c1ccc(OC)cc1	?	-11%[38.3 µM]	0.0%	7%	-10%	10%	12%
COc1cccc(-c2ccc(C#N)c(SCC(=O)NCc3ccco3)n2)c1	-37%	?	1.1%	-3%	0%	3%	?
O=C(CN1CCOCC1)Nc1ncc(Br)cc1Br	5%[46.1 µM]	17%[38.3 µM]	0.0%	2%	-3%	3%	-3%
Cn1c(Cn2nnc3ccccc32)nnc1SCC(=O)NCc1ccc2c(c1)OCO2	1%[46.1 µM]	-4%[38.3 µM]	0.7%	-3%	2%	-5%	-5%
CC(C)NC(=O)N1CCCN(c2nc3ccc(Cl)cc3s2)CC1	-9%	.	-1.3%	.	-2%	-2%	.
CC(C)N1C(=S)N(Cc2ccco2)C(=O)C1CC(=O)Nc1ccccc1 (centres undefined)	-1%	1%	-0.4%	0%	3%	4%	5%[46 µM]
O=C(Cc1noc2ccccc12)NNC(=S)Nc1ccc(Cl)cc1	-5%	-7%	2.1%	1%	-5%	-2%	.
Cc1cc(C)cc(CC2CC(=O)N(c3nc(C)cc(C)n3)C2=O)c1 (centres undefined)	-8%[46.1 µM]	2%[38.3 µM]	-1.1%	-3%	3%	0%	23%
Cc1cccc(Nc2ccccc2C(=O)OCC(=O)NCc2ccco2)c1C	-8%[46.1 µM]	23%[38.3 µM]	1.4%	-2%	-4%	-3%	15%
COc1ccc2c(C)c(Cl)c(=O)oc2c1	-12%[46.1 µM]	3%[38.3 µM]	-4.4%	0%	2%	3%	11%

Carrying on.
SMILES	NPSR antag	IMPase Li inh	Epigenetic reg	Luc counter	GLA spleen mod	CBFb RUNX1 block	Lamin A splicing
O=[N+]([O-])c1nn(-c2ccc3c(c2)OCCO3)n(O)c1=Nc1ccc(Cl)cc1	-15%[46.1 µM]	14%[38.3 µM]	4.2%	-4%	3%	-24%	15%
CN(C)S(=O)(=O)N1CCC(CCCC2CCN(S(=O)(=O)N(C)C)CC2)CC1	-10%[46.1 µM]	-1%[38.3 µM]	-4.3%	0%	-1%	4%	?
Cc1ccc(S(=O)(=O)NCC(=O)OCc2ccccc2)cc1	5%	2%	-0.3%	0%	-5%	2%	-4%[46 µM]
COc1ccc(NC(=O)Nc2ccccc2)cc1S(=O)(=O)N1CCCCC1	-15%	3%	-3.8%	0%	-2%	-4%	.
COc1ccc(C(=O)COC(=O)CCc2ccccc2)cc1	11%	.	1.1%	.	7%	17%	.
N#C/C(=C(/O)COC(=O)CCCNC(=O)c1ccc(Cl)cc1)c1nc2ccccc2[nH]1	-10%[46.1 µM]	-4%[38.3 µM]	-0.9%	-9%	8%	-14%	6%
Cc1ccc(Cl)cc1N1CCN(S(=O)(=O)c2ccc3c(c2)OCCO3)CC1	-19%[46.1 µM]	14%[38.3 µM]	0.9%	-1%	4%	3%	10%
CCOC(=O)N1CCC(NC(=O)C2CCN(S(=O)(=O)N3CCCC3)CC2)CC1	2%[46.1 µM]	-15%[38.3 µM]	-1.7%	0%	-5%	1%	0%
CNc1nc(NC)nc(-n2c(C(F)(F)F)nc3ccccc32)n1	-11%[46.1 µM]	4%[38.3 µM]	5.5%	1%	-3%	6%	1%
O=C(Nc1ccc(O)cc1)C1CCCO1 (centres undefined)	-11%[46.1 µM]	0%[38.3 µM]	0.8%	12%	1%	1%	-1%
Cc1cc(C)n2nc(C(=O)OCC(=O)c3cc(C)n(CC4CCCO4)c3C)nc2n1 (centres undefined)	16%	18%	-0.6%	6%	3%	-12%	4%[46 µM]
CC(C)(C)n1nnnc1C(c1ccc(F)cc1)N(Cc1ccc(F)cc1)Cc1ccco1 (centres undefined)	?	14%	-2.2%	2%	-24%	11%	?
C=CCNc1nc(-c2ccc(O)c(C(N)=O)c2)cs1	-10%[46.1 µM]	46%[activator][38.3 µM]	-0.8%	-3%	1%	8%	-9%
Clc1ccsc1-c1ccc2ccccc2n1	25%[46.1 µM]	11%[38.3 µM]	-1.4%	-11%	8%	21%	2%
N=C1C(=O)OCC1c1ccccc1NC(=O)c1ccc(F)cc1 (centres undefined)	14%	-6%	-1.9%	-1%	5%	1%	-3%
CCOC(=O)c1ccc2c(c1)N(Cc1ccccc1C)C(=O)c1ccccc1S2=O (centres undefined)	14%[46.1 µM]	20%[38.3 µM]	0.0%	-1%	9%	8%	?
O=C(Cn1nnc2ccccc2c1=O)NCc1ccco1	7%[46.1 µM]	8%[38.3 µM]	-1.0%	0%	2%	-9%	0%
COc1cccc2c1C(=O)c1c(O)c3c(c(O)c1C2=O)C[C@@](O)(C(=O)CO)C[C@@H]3O[C@@H]1C[C@H](N)[C@H](O)[C@H](C)O1	.	10%	?	-15%	1%	-10%	.
Cc1onc(-c2ccccc2)c1C(=O)NC(C)C	-13%[46.1 µM]	-1%[38.3 µM]	-8.6%	13%	0%	-4%	12%
Cc1ccc(Nc2nc(N)nc(CSC(=S)N3CCOCC3)n2)cc1	-9%[46.1 µM]	6%[38.3 µM]	-2.1%	0%	2%	-3%	-11%
COc1ccc(C2C(=O)c3ccccc3C2=Nc2ccc(Br)cc2)cc1 (centres undefined)	-7%[46.1 µM]	-17%[38.3 µM]	-2.7%	3%	4%	6%	3%
COc1ccc2[nH]cc(CCNc3ccnc(-c4ccccc4Cl)n3)c2c1	.	40%[activator]	.	.	-16%	.	?
c1ccc(-c2cn3nc(-c4ccccc4)cnc3n2)cc1	5%	-1%	1.1%	-6%	1%	-3%	-16%
COc1ccc(OC)c(NC(=O)c2[nH]c(C)c(C(C)=O)c2C)c1	?	5%[38.3 µM]	-1.9%	-2%	7%	1%	?
COc1ccc(N2CCn3c2nc2c3c(=O)n(CCN3CCOCC3)c(=O)n2C)cc1	-2%[46.1 µM]	34%[activator][38.3 µM]	0.7%	-2%	-8%	5%	1%

Whole records as entered above. Order of values: NPSR antag	IMPase Li inh	Epigenetic reg	Luc counter	GLA spleen mod	CBFb RUNX1 block	Lamin A splicing
`COc1ccc2[nH]cc(CCNc3ccnc(-c4ccccc4Cl)n3)c2c1` across the screens: .	40%[activator]	.	.	-16%	.	?
`COc1ccc(N2CCn3c2nc2c3c(=O)n(CCN3CCOCC3)c(=O)n2C)cc1` across the screens: -2%[46.1 µM]	34%[activator][38.3 µM]	0.7%	-2%	-8%	5%	1%
`COc1cccc2c1C(=O)c1c(O)c3c(c(O)c1C2=O)C[C@@](O)(C(=O)CO)C[C@@H]3O[C@@H]1C[C@H](N)[C@H](O)[C@H](C)O1` across the screens: .	10%	?	-15%	1%	-10%	.

Following part.
SMILES	NPSR antag	IMPase Li inh	Epigenetic reg	Luc counter	GLA spleen mod	CBFb RUNX1 block	Lamin A splicing
O=C(CSc1nncs1)Nc1ccc2c(c1)OCCO2	-17%[46.1 µM]	17%[38.3 µM]	-1.0%	0%	-3%	4%	15%
Cc1ccc2c(c1)nnn2C1CCN(C(=O)Nc2ccccc2C)CC1	-44%	15%	-1.3%	1%	2%	13%	.
CCc1c(C)nc(N)nc1OCC(F)(F)C(F)F	-6%[46.1 µM]	0%[38.3 µM]	1.0%	-4%	-6%	1%	22%
CCN(CC)S(=O)(=O)c1ccc(OC)c(NC(=S)Nc2ccc(C)c(C)c2)c1	-15%	3%	-1.1%	2%	6%	-1%	-13%
CC(C)(C)OC(=O)NCCCCCc1nnc(SCc2ccc(F)cc2)o1	50%	.	2.4%	.	6%	27%	.
CCS(=O)(=O)Nc1ccc(Cc2ccncc2)cc1	-9%[46.1 µM]	37%[activator][38.3 µM]	1.0%	-3%	-5%	5%	-14%
CCC(C)NCCOCCOc1ccc(C)cc1Br (centres undefined)	12%[46.1 µM]	25%[38.3 µM]	-2.3%	-3%	-14%	7%	1%
CCCCN1C(=O)C(NC(C)=O)c2ccccc21 (centres undefined)	4%[46.1 µM]	1%	0.9%	1%	1%	1%	-5%
C/C(=N/NC(=O)Cc1cccs1)c1ccco1	-1%	7%	2.1%	9%	-8%	1%	11%
CC(O/N=C\c1ccccc1O)C(=O)Nc1ccccc1C(=O)N1CCOCC1 (centres undefined)	18%	-6%	0.0%	1%	4%	-1%	-7%
C(#Cc1ccccc1)CN1CCCCC1	-7%	10%	9.9%	0%	-12%	3%	13%[46 µM]
